PI4K2A block: qHTS for small molecular inhibitors of PI4K2A; 420,000 tested, 0.13% active; Phosphatidylinositol 4-kinase type 2-alpha (Homo sapiens), Q9BTU6; AID 1346378, 2018; purified PI4K2A, ADP-Glo luminescence, 1 h; hits give low values; activity change, negative = inhibition, % at 76.9 µM; in the data active = activity change below about -50%; inconclusive = mostly about -30% to -49%;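 also: -100% = wells without enzyme as full effect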
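In this quantitative HTS, ADP production by PI4K2A was quantified luminescently after 1 h at ambient temperature; 100 microM adenosine served as plate-quality control.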
Tb PGK inh: qHTS Assay to Find Inhibitors of Phosphoglycerate Kinase. PGK/GAPDH coupled, Kinase-Glo luminescence, 60 min. AID 602233, 2012. 380,000 tested, 0.043% active. Phosphoglycerate kinase, glycosomal (Trypanosoma brucei brucei), P07378. Potency, µM (highest dose often 57.5 µM), for inactives: at the top dose activity change, negative = inhibition, actives largely listed as inhibitors; also: potency is read from the fitted curve at half-maximal effect; % is scaled to controls: 0 for no effect and ±100 for the full control effect; nearly all actives have a fitted effect of over 60% in size
Target sequence (P07378 whole entry, looked up): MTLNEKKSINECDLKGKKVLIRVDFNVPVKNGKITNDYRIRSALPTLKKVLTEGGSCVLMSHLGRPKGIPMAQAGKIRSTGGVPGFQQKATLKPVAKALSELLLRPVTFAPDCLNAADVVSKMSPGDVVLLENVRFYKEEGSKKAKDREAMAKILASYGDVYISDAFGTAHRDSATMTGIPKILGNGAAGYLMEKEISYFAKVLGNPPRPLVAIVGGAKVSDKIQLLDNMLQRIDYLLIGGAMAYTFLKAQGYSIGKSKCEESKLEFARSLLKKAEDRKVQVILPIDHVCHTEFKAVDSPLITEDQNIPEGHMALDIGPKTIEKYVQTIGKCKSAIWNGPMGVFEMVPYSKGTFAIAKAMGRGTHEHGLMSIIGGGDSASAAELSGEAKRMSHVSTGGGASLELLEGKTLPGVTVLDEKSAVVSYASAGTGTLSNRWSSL
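Luminescent ATP detection (Kinase-Glo Plus) follows a 60-minute room-temperature incubation, with wells lacking PGK as controls. Buffer: 100 mM TEA (pH 7.6), 5 mM MgCl2, 0.01% Tween-20. Coupling enzyme GAPDH (100 nM final) supplies unstable 1,3-BPG in-well.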
HP1b binding inh: HTS for Inhibitors of HP1-beta Chromodomain Interactions with Methylated Histone Tails | Chromobox protein homolog 1 (Homo sapiens), P83916 | AlphaScreen HP1-beta / biotin-H3K9me3 peptide binding | Potency, µM (doses to about 114 µM), inactives show top-dose activity change, negative = inhibition, usual class: inhibitors | 390,000 tested, 0.56% active; also: potency is read from the fitted curve at half-maximal effect; nearly all actives have a fitted effect of over 70% in size; inactives centre near 23
Target sequence (P83916 whole entry, looked up): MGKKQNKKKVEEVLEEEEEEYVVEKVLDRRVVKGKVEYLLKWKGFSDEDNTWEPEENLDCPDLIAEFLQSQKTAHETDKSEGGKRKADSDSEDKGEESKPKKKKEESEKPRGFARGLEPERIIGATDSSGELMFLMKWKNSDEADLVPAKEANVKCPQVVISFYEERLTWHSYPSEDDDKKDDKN
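AlphaScreen: HP1-beta (50 nM) preformed 30 min with biotin-H3(1-18)K9me3 peptide (50 nM) in PBS pH 7.4, 0.01% Tween-20. Compound added for 30 min at RT, then streptavidin donor/nickel chelate acceptor beads (10 ug/mL) for 30 min.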
GLS inh: qHTS for Inhibitors of Glutaminase (GLS). Glutaminase kidney isoform, mitochondrial (Homo sapiens), O94925. GLS enzymatic activity, qHTS titration. Potency, µM (highest dose often 45.5 µM), for the others: at the top dose activity change, negative = inhibition, hits mostly inhibitors. 410,000 tested, 0.21% active; also: potency is read from the fitted curve at half-maximal effect; % is scaled to controls: 0 for no effect and ±100 for the full control effect
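Human kidney-isoform GLS in 45 mM KH2PO4 pH 8.2, 0.02% Tween-20, with compound, started with 1mM L-Glutamine (added stock). Glutamate oxidase/HRP/Amplex red coupled fluorescence read at start and after 30 min at RT.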
POLH inh: qHTS for Inhibitors of Polymerase Eta; Potency, µM (titrated, usually from 114 µM), for the others: at the highest dose activity change, negative = inhibition, actives largely listed as inhibitors; 390,000 tested, 1.2% active; recombinant Pol eta, fluorescent DNA replication assay; also: potency is read from the fitted curve at half-maximal effect; % is scaled to controls: 0 for no effect and ±100 for the full control effect
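Pol eta at 10 nM preincubated with compounds 15 min at room temperature; reaction started with fluorescent substrate (50 nM final) and read kinetically at 0 and 10 min.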
G9a inh: qHTS Assay for Inhibitors of Histone Lysine Methyltransferase G9a; 350,000 tested, 8.8% active; AID 504332, 2011; Potency, µM (series often up to 102 µM), for the others: top-dose activity, negative = inhibition, most hits filed as inhibitors; G9a H3K9 monomethylation, AlphaScreen, 2 h; also: potency is read from the fitted curve at half-maximal effect; % is scaled to controls: 0 for no effect and ±100 for the full control effect; nearly all actives have a fitted effect of over 75% in size
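Compounds were preincubated with 20 nM G9a for 15 min, after which biotinylated H3K9 peptide (500 nM) and SAM (20 uM) started a 2 h room-temperature reaction. Monomethylated product was quantified by antibody-based AlphaScreen chemiluminescence.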
JMJD2A Tudor inh: qHTS Assay for Inhibitors of JMJD2A-Tudor Domain; Lysine-specific demethylase 4A (Homo sapiens), O75164; 390,000 tested, 4.4% active; AlphaScreen JMJD2A-Tudor / H3K4me3 peptide binding; Potency, µM (doses to about 114 µM), without a hit: at the highest dose activity change, negative = inhibition, actives largely listed as inhibitors; AID 504339, 2011; also: potency is read from the fitted curve at half-maximal effect; % is scaled to controls: 0 for no effect and ±100 for the full control effect; nearly all actives have a fitted effect of over 50% in size
BAZ2B block: qHTS Assay for Inhibitors of BAZ2B; Bromodomain adjacent to zinc finger domain protein 2B (Homo sapiens), Q9UIF8; AlphaScreen BAZ2B-H3K14Ac peptide displacement; Potency, µM (doses to about 114 µM), for inactives: at the highest dose activity change, negative = inhibition, most hits filed as inhibitors; 360,000 tested, 4.4% active; AID 504333, 2011; also: potency is read from the fitted curve at half-maximal effect; % is scaled to controls: 0 for no effect and ±100 for the full control effect; nearly all actives have a fitted effect of over 60% in size
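Multi-concentration screen (max 110 uM) measuring displacement of acetylated histone H3 peptide from BAZ2B by AlphaScreen, using 50 nM protein, 50 nM peptide and 10 ug/mL streptavidin donor plus Ni-chelate acceptor beads.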
Pin1 inh: qHTS Assay to Find Inhibitors of Pin1. Peptidyl-prolyl cis-trans isomerase NIMA-interacting 1 (Homo sapiens), Q13526. Pin1 FP peptide displacement, HiFluor488, 10 min. Potency, µM (highest dose often 115 µM), without a hit: at the top dose activity, negative = inhibition, usual class: inhibitors. 390,000 tested, 0.009% active; active = well fitted inhibition curve with a large enough effect in the polarisation, with a control signal flat, not every such curve was filed as active; inconclusive = small, poorly fitted or top-dose-only effect, or effect the other way, or a change in a side signal; inactive = no such curve, though single readings can be large or run the other way; the % refers to the polarisation; also: potency is read from the fitted curve at half-maximal effect; % is scaled to controls: 0 for no effect and ±100 for the full control effect
Target sequence (Q13526 whole entry, looked up): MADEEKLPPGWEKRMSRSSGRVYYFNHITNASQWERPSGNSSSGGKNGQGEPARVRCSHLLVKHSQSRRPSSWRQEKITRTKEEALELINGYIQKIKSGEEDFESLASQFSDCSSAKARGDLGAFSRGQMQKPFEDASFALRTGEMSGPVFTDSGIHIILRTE
An asterisk follows results filed as active; i = inactive; ? = inconclusive; . = not tested or not shown; [ ] = another dose, or the depositor's remark. Unless noted, calls follow the shape of the dose curve; as a rule, active = well fitted curve in the direction sought with a large enough effect; inconclusive = small, poorly fitted or top-dose-only effect, or another doubt; inactive = no such curve, though single readings can be large; an effect the other way counts as inactive or inconclusive.

The opening five compounds as a preview:
entry	SMILES	PI4K2A block	Tb PGK inh	HP1b binding inh	GLS inh	POLH inh	G9a inh	JMJD2A Tudor inh	BAZ2B block	Pin1 inh
1	CCOc1ccc(NC(=O)Cn2c(=O)n(Cc3ccc(C(=O)NCc4ccc5c(c4)OCO5)cc3)c(=O)c3ccccc32)cc1	3	3%	21%	-5%	-23%	0%[59 µM]	-20%	1%	97%[activator]
2	Cc1cc(C)n2nc(SCCC(=O)NCc3ccccc3)nc2n1	1	0%	22%	2%	6%	-32%	3%	-3%	-2%
3	COc1ccc(-n2nc(C(=O)NCC(=O)Nc3cccc(Cl)c3)c3ccccc3c2=O)cc1OC	-5	-16%	10%	16%	?	8%	-33%	3%	?
4	NC1(C(=O)O)CSSC1	-12	i	?	5%	3%	.	89µM*	.	2%
5	CCOC(=O)c1cc2ccc(OC(=O)c3ccco3)cc2oc1=O	-20	-20%	11%	11%	0%	-6%[12.7 µM]	-11%	8%	-4%

All compounds of this part, from the first entry:
entry	SMILES	PI4K2A block	Tb PGK inh	HP1b binding inh	GLS inh	POLH inh	G9a inh	JMJD2A Tudor inh	BAZ2B block	Pin1 inh
1	CCOc1ccc(NC(=O)Cn2c(=O)n(Cc3ccc(C(=O)NCc4ccc5c(c4)OCO5)cc3)c(=O)c3ccccc32)cc1	3	3%	21%	-5%	-23%	0%[59 µM]	-20%	1%	97%[activator]
2	Cc1cc(C)n2nc(SCCC(=O)NCc3ccccc3)nc2n1	1	0%	22%	2%	6%	-32%	3%	-3%	-2%
3	COc1ccc(-n2nc(C(=O)NCC(=O)Nc3cccc(Cl)c3)c3ccccc3c2=O)cc1OC	-5	-16%	10%	16%	?	8%	-33%	3%	?
4	NC1(C(=O)O)CSSC1	-12	i	?	5%	3%	.	89µM*	.	2%
5	CCOC(=O)c1cc2ccc(OC(=O)c3ccco3)cc2oc1=O	-20	-20%	11%	11%	0%	-6%[12.7 µM]	-11%	8%	-4%
6	CN1CCN(C2=Cc3ccccc3Sc3cc(F)c(Cl)cc32)CC1	1	-9%	-6%	-4%	-22%	18µM*	50µM*	35µM*	7%
7	CCOc1nc(-c2ccncc2)nc2ccccc12	0	5%	34%	5%	-5%	?	-7%	-5%	4%
8	CC1(C)CC(=O)C2=C(C1)NCN(Cc1ccccc1)C2	-1	-9%	21%	6%	9%	6%	?	2%	?
9	O=C(NCCc1ccccc1)c1ccccc1C(F)(F)F	5	-2%	.	-1%	-14%	.	.	.	.
10	CC1(C(=O)NCC2CCCO2)Oc2cccnc2NC1=O (stereo not given)	1	2%	23%	-4%	5%	11%	-3%	5%	-6%
11	O=C(COc1ccccc1O)Nc1ccccc1Cl	4	4%	27%	-3%	9%	-60%[2.33 µM]	12%	6%	-11%
12	CCCCCCCCNC(=O)c1cccnc1SCC(=O)Nc1ccc(OC)cc1OC	3	-6%	10%	99%[activator]	-4%	10%	-9%	6%	4%
13	NS(=O)(=O)c1ccc(CCN=C(NS(=O)(=O)c2cccs2)c2ccccc2)cc1	-1	-9%	25%	-18%	-5%	7%	-2%	-37%	-1%
14	CC(C)(O)C(O)COc1c2ccoc2cc2oc(=O)ccc12 (stereo not given)	-1	-8%	23%	-16%	?	-17%	-18%	-25%	-3%
15	N/C(=N\OC(=O)c1ccccc1)C(Cc1ccccc1)C(=O)NOC(=O)c1ccccc1 (stereo not given)	-1	1%	11%[57 µM]	3%	-6%	.	-14%	.	6%
16	CC1CCC(C#N)(N(C)C(=O)CSc2nnc(C3CC3)n2C2CC2)CC1 (stereo not given)	6	-4%	21%	-6%	-23%	-6%[2.33 µM]	-15%	16%	-3%
17	CCCCn1cc(C(=O)c2cc(Br)ccc2O)cc(C#N)c1=O	-6	-13%	8%	6%	-12%	-1%[59 µM]	-14%	8%	-3%
18	Cc1ccc2c(c1)c1c(n2CC(O)Cn2nc(C)c(Br)c2C)C(=O)CCC1 (stereo not given)	-5	-9%	10%	11%	4%	7%[59 µM]	-3%	7%	1%
19	O=[N+]([O-])c1ccc2c(c1)CNc1ccccc1O2	-3	-5%	10%	5%	5%	?	-19%	?	5%
20	CCOc1ccc(OCC)c(NS(=O)(=O)c2cccc3nsnc23)c1	6	-8%	?	-1%	-11%	?	?	50µM*	-2%
21	CN(C(=O)c1ccc([N+](=O)[O-])cc1)c1ccccc1C(=O)NCc1ccccc1	-1	i	27%	3%	-13%	14%	-6%	4%	1%
22	CC1C(=O)CCCCCCCCCC2C1(N1CCOCC1)CS2(=O)=O (stereo not given)	-24	-2%	34%	-15%	?	?	-15%[57.1 µM]	11%	22%
23	CC(C)CN1CCN(Cc2cnc(-c3ccc(Cl)cc3)nc2)CC1CCO (stereo not given)	3	-5%	37%	7%	-13%	-30%	-18%	-9%	2%
24	NNC(=O)Cn1nc(Cc2ccccc2)n(N)c1=O	1	4%	29%	11%	-13%	?	-6%	10%	3%
25	NC(=S)Nc1ccc(Cl)c(Cl)c1	-17	-11%	41%[activator]	10%	-21%	-30%	-14%	-26%	8%
26	Cc1ccc2c(c1)cc(CN(Cc1ccc3c(c1)OCO3)C(=O)c1ccccc1)c1nnnn12	6	i	26%	1%	-9%	-5%[59 µM]	-7%	2%	10%
27	O=c1[nH][nH]cc1C=Nc1ccc(Cl)cc1Cl	2	-2%	26%	3%	-4%	-6%	-3%	?	-6%
28	COc1cc(Cl)cc(C2NC(=O)NC(C)=C2C(=O)NCc2ccccc2)c1O (stereo not given)	-1	.	11%	16%	-13%	-13%[59 µM]	-6%	8%	-1%
29	Cc1nc(-c2ccc(S(=O)(=O)N3CCN(CCc4ccccc4)CC3)s2)cs1	0	-1%	33%	1%	-11%	.	-22%	-10%	0%
30	COc1ccc(NC(=O)C2CC(=O)N(CCc3ccc(F)cc3)C2)c(OC)c1 (stereo not given)	3	i	-8%	8%	-8%	9%	-21%	4%	-6%
31	CC(Oc1ccccc1)C(=O)Nc1c2c(nn1-c1ccccc1)CS(=O)C2 (stereo not given)	-2	-7%	37%	4%	2%	19%[12.7 µM]	3%	-5%	0%
32	Nc1cc(S(=O)(=O)N2CCOCC2)ccc1N1CCCCC1	-11	0%	?	46%[activator]	-11%	.	?	.	-5%
33	O=C(CCCc1c[nH]c2ccccc12)NCC1COc2ccccc2O1 (stereo not given)	-3	10%	2%	-6%	-4%	-39%	-32%	?	4%
34	CN(C)c1ccc(C=O)c(Oc2ccccc2)c1	-3	i	.	4%	-21%	.	.	.	.
35	COCCN(C(=O)COC(=O)CCC(=O)c1ccc(Cl)cc1)c1c(N)n(Cc2ccccc2)c(=O)[nH]c1=O	-1	0%	32%	-1%	-13%	-9%	-7%	-16%	22%
36	CCN1CCN(C(=O)CCc2ccc(S(=O)(=O)NCCc3ccccc3)cc2)CC1	-11	-8%	16%	-3%	-14%	-8%[59 µM]	14%	12%	2%
37	Cc1ccc(OCC(=O)Nc2ccc(C(=O)Nc3ccccc3C(=O)O)cc2)cc1C	-6	-21%	.	19%	?	.	.	.	.
38	CCN(CC(O)CON=C1c2ccccc2-c2ccccc21)S(=O)(=O)c1ccc(Cl)cc1 (stereo not given)	-1	-2%	74%	6%	-27%	16%	-1%	-1%	27%
39	CCOC(=O)c1ccc(S(=O)(=O)N2CCC(N3CCCCC3)CC2)cc1	-2	-7%	54%[activator]	-11%	-12%	22%	-4%	-4%	0%
40	COC(=O)/C(=N\Nc1ccccc1)Sc1nnc(-c2ccc(OC)cc2)n1C	-4	7%	24%	11%	-10%	5µM*	?	-5%	-2%
41	COc1ccc(NC(=O)N2CCCc3ccccc32)c(OC)c1	-2	6%	21%	25%	1%	-2%	-17%	-15%	-2%
42	CC(C)c1cc(-c2nc(-c3ccccc3)no2)n[nH]1	-5	-6%	45%[activator]	3%	-12%	5%[59 µM]	3%	4%	-9%
43	Cc1nn(C(C)C(=O)NC2CCC(C)CC2)c(=O)c2c1sc1ccccc12 (stereo not given)	6	.	21%	5%	.	?	?	-38%	1%
44	O=S(=O)(c1ccccc1)N1CCN(S(=O)(=O)c2ccccc2)C1	-1	8%	38%	9%	-7%	2%	0%	7%	-1%
45	NNc1nc(C(F)(F)F)nc2ccccc12	3	1%	23%	-5%	-3%	32µM*	6%	2%	1%

A portion of the library; the hit share may differ from the screen's.
